# Screens deposited in PubChem BioAssay by several laboratories.
# Mot1-301 SUMO – SUMOylation pathway inhibition by Mot1-301 growth rescue; S. cerevisiae Mot1-301 growth rescue, ATP luminescence, 38.5C; percent above DMSO median, 100 means doubled; growth rescue, % at 18.8 µM; 320,000 tested, 1% active;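 active = every valid replicate shows activation above 250% relative to neutral control wells; inactive = the rest, any valid replicate at or below 250%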;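 note: OY570 slx delta 5 strain wells were the positive control but not used for scaling; some compounds called inactive have numbers as strong as hits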
# NSD2 HMT inh – blocks human histone methyltransferase NSD2 | 310,000 tested, 0.54% active | O96028 | inhibition, % at 12.5 µM | NSD2 peptide methylation, AlphaScreen, 120 min; in the data active = inhibition above about 50%
# PKA-R1A activ – activates the PKA-R1A holoenzyme complex. P00514+P68181. PKA-R1A dissociation, Cy5-IP20 fluorescence polarization; scaled: DMSO 0%, 113 µM cGMP 100%. activation, % at 11.4 µM. 340,000 tested, 0.083% active. AID 504707;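 active = percent activation above the mean of all tested compounds plus 3 SD, cut at about 19% in these data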;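 note: higher means more PKAc released from R1A so a rise in polarization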
# MITF TRPM1 HTS – MITF TRPM1 promoter activation in melanoma cells. SK-MEL-5 TRPM1-promoter luciferase, 24 h; % of positive control, neutral wells = 0. activation, % at 12.5 µM. 300,000 tested, 0.75% active. AID 588334;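 active = mean activation of at least 80% with every replicate also reaching 80%; inconclusive = mean reaches 80% but some replicate falls short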;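 note: 0% = neutral control wells and 100% = parthenolide positive control wells; values of inactives mirror those of a sister screen read the other way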
# Pemphigus Ab inh – blocks pemphigus antibody binding to human desmoglein-3. AID 588358. P32926. binding (percent of control), % at 10 µM. DSG3-coupled beads, scFv-anti-DSG3-GFP binding, flow cytometry; active compounds read low. 310,000 tested, 0.48% active;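 active = binding more than 3 SD below its plate's average and above zero; inconclusive = below that plate limit but binding exactly zero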;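 note: hits lower antibody fragment binding to DSG3; some compounds called inactive have numbers as strong as hits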
# CDK5 p35 inh – inhibitors of human CDK5/p35 kinase; Recombinant CDK5/p35, ADP-Glo luminescence, 60 min; AID 488839; Q00535+Q15078; inhibition, % at 10 µM; 330,000 tested, 0.01% active;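 active = highest replicate inhibition of at least 50% and at least 75% of replicates reaching 50%; inconclusive = only one of the two criteria met; inactive = both criteria failed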;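 note: plate controls were DMSO neutral control for no effect and GW8510 at 10 µM for full effect; many of its hits are not listed in these tables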
# SR-BI DiI-HDL act – activators of SR-BI mediated HDL lipid uptake; CHO ldlA[mSR-BI] cells, DiI-HDL uptake fluorescence, 3 h; 100 = double the neutral-control signal; 320,000 tested, 0.096% active; AID 504775; activation, % at 12.5 µM;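 active = mean replicate activation of at least 60% and every replicate at or above 60%; inconclusive = mean or all-replicate condition met, but not both; inactive = mean below 60% and not all replicates reaching 60%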;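 note: 0% = median plate neutral-control signal and 100% = twice that signal; values of inactives mirror those of a sister screen read the other way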
#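 system = CHO ldlA[mSR-BI] cells, LDL receptor-null, SR-BI overexpressing | medium = Ham's F12 with 0.5% BSA, HEPES 25 mM, pH 7.4 | probe or stimulus = DiI-HDL 10 µg/mL | compound dosing = single-point compound dose | incubation = compound exposure 3 h, 37 °C | technique = DiI fluorescence, bottom read | read-out = cell-associated DiI fluorescence as measure of HDL uptake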
# SR-BI DiI inh – blocks mouse SR-BI lipid uptake from DiI-HDL; Q61009; ldlA[mSR-BI] CHO cells, DiI-HDL uptake fluorescence, 3 h; inhibition, % at 12.5 µM; 320,000 tested, 0.96% active; AID 488896;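 active = mean replicate inhibition of at least 70% and a set share of replicates each scoring 70 or more; inconclusive = meets just one of the two criteria; inactive = fails both criteria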;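 note: 0% = median of neutral control wells and 100% = median of positive control wells; values of inactives mirror those of a sister screen read the other way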
# Target sequence (Q61009 whole entry, looked up): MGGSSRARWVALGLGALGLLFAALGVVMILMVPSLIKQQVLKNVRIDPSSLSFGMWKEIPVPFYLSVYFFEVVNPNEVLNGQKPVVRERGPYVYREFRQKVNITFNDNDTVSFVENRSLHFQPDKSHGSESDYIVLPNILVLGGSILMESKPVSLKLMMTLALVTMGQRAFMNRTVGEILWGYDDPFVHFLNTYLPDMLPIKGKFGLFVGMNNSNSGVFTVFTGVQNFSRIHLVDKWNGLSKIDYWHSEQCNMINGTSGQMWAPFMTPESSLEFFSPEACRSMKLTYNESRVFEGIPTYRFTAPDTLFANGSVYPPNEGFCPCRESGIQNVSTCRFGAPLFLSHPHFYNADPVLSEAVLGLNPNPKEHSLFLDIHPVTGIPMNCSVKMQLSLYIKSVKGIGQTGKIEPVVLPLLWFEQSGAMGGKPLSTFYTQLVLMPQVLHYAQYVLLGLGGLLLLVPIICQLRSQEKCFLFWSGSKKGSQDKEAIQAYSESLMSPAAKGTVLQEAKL
# Arrestin-AP2 inh – human beta-arrestin and AP2 interaction inhibition | FITC-arrestin peptide / GST-AP2 beads, flow cytometry; AP2 beta2 appendage carries R879A mutation | inhibition, % at 10 µM | 340,000 tested, 0.31% active | AID 504490;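 active = inhibition above a set limit, near 3 SD of compounds lacking own fluorescence, cut at about 54% in these data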;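 note: plate controls were DMSO wells for no effect and 5 µM unlabelled arrestin peptide for full effect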
#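 system = GST-tagged AP2 beta2-adaptin appendage (R879A) on 4 µm glutathione beads | reagent = FITC-labelled arrestin peptide probe, 50 nM final | schedule = compound with beads 12 min RT, then probe 1 h RT | signal = HyperCyt-sampled flow cytometry, FL1 channel, ex 488/em 535 nm | read-out = percent response from loss of bead-bound FITC fluorescence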
# dFosB act – mouse delta FosB homodimer activation | activation, % at 25 µM | purified delta FosB, TAMRA-CDK5 oligo fluorescence polarization; percent of positive-control signal above neutral wells | 340,000 tested, 0.99% active;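 active = mean activation above about 17%, with every replicate also reaching it, limit read from the data, passing the limit was not always enough; inconclusive = only one of the two conditions met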;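 note: fluorescence polarization rise as delta FosB binds a TAMRA Cdk5 AP-1 oligo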
# Target sequence (P13346 whole entry, looked up): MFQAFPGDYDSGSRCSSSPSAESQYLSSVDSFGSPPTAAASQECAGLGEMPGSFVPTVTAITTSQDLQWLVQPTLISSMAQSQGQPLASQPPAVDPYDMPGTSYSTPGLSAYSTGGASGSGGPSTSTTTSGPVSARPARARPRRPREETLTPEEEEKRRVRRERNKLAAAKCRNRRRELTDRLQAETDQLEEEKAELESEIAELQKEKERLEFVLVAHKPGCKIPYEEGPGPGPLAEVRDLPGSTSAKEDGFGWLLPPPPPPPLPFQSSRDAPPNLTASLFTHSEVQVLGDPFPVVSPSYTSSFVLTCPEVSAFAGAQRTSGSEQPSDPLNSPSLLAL
# PKA-R2B act – PKA-R2B complex activation; P22694+P31323; PKA-R2B holoenzyme dissociation, Cy5-IP20 fluorescence polarization; R2B truncated from residue 108, S112A mutant; 0% DMSO only, 100% 113 µM cGMP; activation, % at 11.4 µM; 340,000 tested, 0.079% active;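 active = activation above a cutoff set at the mean over all compounds plus 3 SD, cut at about 18% in these data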;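 note: higher means more holoenzyme dissociation and a rise in polarization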
# The depositor's hits bear a star; ? = inconclusive; / = not tested or not shown.
SMILES,Mot1-301 SUMO,NSD2 HMT inh,PKA-R1A activ,MITF TRPM1 HTS,Pemphigus Ab inh,CDK5 p35 inh,SR-BI DiI-HDL act,SR-BI DiI inh,Arrestin-AP2 inh,dFosB act,PKA-R2B act
Fc1cccc(NC(=S)NCCCN2CCOCC2)c1,19.3,1.4,-4.8,2.3,99.2,0.1,22.7,-22.7,-2.4,-3.9,-4.6
COc1ccc(OC)c(N(CC(=O)N2CCc3ccccc3C2)S(C)(=O)=O)c1,-3.7,-5.2,-12.3,-8.9,98.1,10.8,1.1,-1.1,13.8,-1.9,-4.2
C=CCn1c(N)cc(=O)nc1SCC(=O)Nc1ccc2ccccc2c1,-8.1,-1.8,-18.7,1.1,109.2,4.8,10.8,-10.8,4.4,-2.8,-1.9
COc1ccc(-n2c(Cc3cccn3C)nnc2SCC(N)=O)cc1,-7.4,/,2.9,-3.3,105.7,-0.4,9.1,-9.1,1.0,-10.1,-2.9
COc1ccc(-c2c3c(=O)n(C)c(=O)n(C)c3cn2-c2ccc(O)cc2)cc1,16.6,0.3,6.2,12.7,99.3,-0.6,/,/,32.0,-13.8,1.8
COc1ccc(C(CNC(=O)COc2ccccc2C)N2CCCCC2)cc1 (configuration not stated),87.9,0.7,-15.8,-2.5,109.9,-2.5,11.1,-11.1,3.6,-3.7,-2.7
CCOC(=O)Oc1ccc(/C=C2\N=C(C)OC2=O)cc1,-5.6,0.1,-2.3,2.3,123.2,1.0,16.5,-16.5,-5.2,-1.0,2.1
O=C(Cc1ccc(Cl)cc1)NNC(=S)NC(=O)c1cccs1,166.2,0.5,-11.7,-3.0,106.1,1.3,3.0,-3.0,-22.5,2.6,-0.3
O=C(Nc1ccccc1)c1ccc(=O)n(Cc2cccc(Cl)c2)c1,-8.0,1.9,-2.4,-37.3,103.0,2.1,-11.7,11.7,19.6,-11.8,3.8
O=C1NC(Cc2c[nH]c3ccccc23)C(=O)N1CCOc1ccc(F)cc1 (configuration not stated),-8.4,6.0,5.6,/,101.6,-0.2,17.0,-17.0,17.0,0.5,-8.0
CCCn1c(N)c(C(=O)CN(C)CC(=O)Nc2c(Cl)cccc2Cl)c(=O)[nH]c1=O,-0.1,-0.6,-13.4,-6.7,/,-0.1,3.2,-3.2,0.4,0.2,-3.5
CCCSc1ccc2nc(NC(=O)OC)[nH]c2c1,-8.6,/,7.3,21.0,89.6,0.6,-15.9,15.9,4.8,1.3,-2.0
CS(=O)(=O)c1ccc2nc(NC(=O)CN3CCN(Cc4ccccc4)CC3)sc2c1,-4.9,-1.8,-6.0,6.0,99.3,2.6,-13.4,13.4,7.7,1.7,-5.5
Cc1ccc(S(=O)(=O)NC(=O)N2CCCC(C)(C)C2)cc1,1.7,-0.8,3.8,-7.5,/,0.6,5.3,-5.3,-7.2,1.5,-9.8
NC(=O)c1ccccc1OCc1nc2ccccc2s1,-28.0,/,0.1,55.3,99.6,-0.2,6.1,-6.1,13.8,-3.2,2.9
CC(C)c1ccc(-c2nnc(N)s2)cc1,-6.3,-0.6,-2.3,31.2,118.8,0.5,14.0,-14.0,7.3,3.4,-6.2
O=C(Nc1nc2ccccc2n1CCOc1ccccc1)c1ccco1,17.7,0.0,-8.4,/,109.3,-0.9,-18.2,18.2,9.8,-7.1,-10.2
O=C(O)/C=C\C(=O)Nc1ccccc1C#Cc1ccccc1,4.7,1.4,2.6,25.4,98.7,-5.7,-3.9,3.9,8.0,-1.5,-3.5
CC1CCN(C2CCN(S(=O)(=O)c3ccc(C(F)(F)F)cc3)CC2)CC1,4.9,0.6,3.9,5.3,110.6,0.7,19.4,-19.4,15.7,-4.1,-3.3
Nc1cc(Cl)ccc1C(=O)OCC(=O)NC(=O)NCc1ccccc1,16.0,-2.3,0.1,-9.9,107.3,2.5,5.1,-5.1,-0.8,-2.1,-2.0
Cc1nn(-c2ccc(Cl)cc2)c2[nH]c(=O)c(CNCc3ccc4c(c3)OCO4)cc12,6.6,/,-8.1,/,102.4,-0.4,-29.6,29.6,11.5,?,-9.2
COc1ccccc1N1C(=O)c2cccc3c(N(C)CCO)ccc(c23)C1=O,10.3,-5.6,-5.3,1.1,108.4,0.7,-10.2,10.2,35.9,-5.6,-10.3
COCCn1c(SCC(=O)Nc2ccc3c(c2)OCCO3)nnc1-c1c[nH]c2ccccc12,15.5,10.2,-5.6,-7.2,103.6,-0.6,-11.8,11.8,-0.7,-11.0,-7.9
Cc1cc(C(=O)Nc2ccccc2)c2ccccc2n1,23.9,-3.9,-11.3,-12.9,87.7,-0.5,-13.8,13.8,-6.6,4.6,0.9
C=CCNc1nc(C(=O)OCC)nc2ccccc12,426.0,-3.9,-5.0,-4.6,99.1,1.4,1.1,-1.1,46.5,-3.3,-0.7

# Continued:
SMILES,Mot1-301 SUMO,NSD2 HMT inh,PKA-R1A activ,MITF TRPM1 HTS,Pemphigus Ab inh,CDK5 p35 inh,SR-BI DiI-HDL act,SR-BI DiI inh,Arrestin-AP2 inh,dFosB act,PKA-R2B act
O=C(CCCCn1c(=S)[nH]c2ccsc2c1=O)NCc1ccco1,-9.5,3.7,-7.2,-11.9,95.2,-2.0,-20.2,20.2,18.1,4.1,4.5
COc1cc(C(=O)NC(=S)NNC(=O)c2cnccn2)cc(OC)c1OC,-5.0,-2.5,1.0,-2.5,125.4,1.3,29.4,-29.4,1.9,-7.6,-5.3
COc1cccc(-c2nc(SCC(=O)Nc3nc(-c4ccccc4)c(C)s3)[nH]c(=O)c2C#N)c1,14.3,17.6,-8.4,3.3,111.5,2.7,14.3,-14.3,6.7,-10.1,-1.1
S=C(Nc1ccccc1)N1N=CCC1c1ccccc1 (configuration not stated),11.6,-3.7,6.0,41.0,99.2,-0.1,9.1,-9.1,0.3,-6.6,6.5
COc1cc(C2NCC(c3ccc(Cl)cc3Cl)c3c2[nH]c2ccccc32)cc(OC)c1OC (configuration not stated),7.7,0.4,-6.6,-13.2,98.5,-2.9,-4.7,4.7,26.7,?,6.0
COc1cccc(C2Nc3ccccc3NC3=C2C(=O)CC(C)(C)C3)c1 (configuration not stated),8.6,-4.3,7.2,/,101.2,0.3,18.2,-18.2,8.3,0.9,-7.2
Cc1nc2cccnc2nc1C,-11.9,0.7,-1.0,10.5,94.2,1.3,20.9,-20.9,29.4,6.5,-8.6
COc1cc(OC)c(NC(=O)C2CC(=O)N(c3ccc4c(c3)OCCO4)C2)cc1Cl (configuration not stated),197.8,1.6,1.0,-5.7,102.0,0.5,-5.9,5.9,-7.6,-4.2,-2.6
O=C(O)c1cc2nc3c(c(C(F)(F)F)n2n1)CCCC3,21.3,-2.6,-3.9,-1.5,97.2,1.1,17.2,-17.2,34.2,3.6,11.8
Cc1occc1C(=O)NNC(=O)Nc1ccc([N+](=O)[O-])cc1,69.3,-0.3,-7.8,-0.6,98.3,0.8,1.3,-1.3,12.3,-0.6,-3.1
Cc1cc(NC(=O)CSc2ccnc(=O)[nH]2)no1,3.4,-0.1,-1.9,4.6,96.7,0.0,3.1,-3.1,-12.3,6.2,-6.4
CCC1(C)NC(=O)N(CC(=O)Nc2sc3c(c2C(N)=O)CCC3)C1=O (configuration not stated),-2.3,11.1,-6.0,-5.5,/,6.8,-17.0,17.0,3.8,-12.5,-0.5
CCC(C)NC(=O)c1ccccc1NC(=O)CN(c1ccc(OC)cc1)S(C)(=O)=O (configuration not stated),5.5,-2.1,6.3,0.5,96.6,-0.5,17.2,-17.2,20.5,-6.2,-0.9
CCCOc1cccc(C(=O)N2CCN(C(=O)C3CCCO3)CC2)c1 (configuration not stated),-1.4,-0.9,-0.5,10.2,97.4,-1.3,?,-280.1,-10.7,-0.4,-8.4
COc1ccc(NS(=O)(=O)c2ccc(O)c(NC(=O)c3cc4c(C)nn(-c5ccc(F)cc5)c4s3)c2)cc1,-1.6,-0.7,-9.1,-2.7,100.3,0.6,-76.8,76.8*,0.4,1.2,-8.5
COc1ccc(-c2nn(Cc3ccccc3)cc2C(=O)N2CCN(c3ncccn3)CC2)cc1,-11.2,12.2,0.0,-5.1,/,-1.4,7.3,-7.3,4.6,-15.5,-4.7
O=C(NC(=S)N1CCCC(O)C1)c1ccco1 (configuration not stated),-3.2,-3.3,-8.3,2.6,96.7,0.5,0.1,-0.1,-16.7,-0.6,-3.0
O=C(/C=C/Nc1cccc(O)c1)c1ccccc1,-2.9,1.7,-2.8,3.7,125.5,4.0,-15.4,15.4,-0.9,-6.5,4.2
O=C(c1cccs1)N1CCC(Cc2ccccc2)CC1,4.5,-10.1,-1.0,4.8,136.5,0.6,2.2,-2.2,-0.4,2.0,3.5
CN(C)C(=O)COC(=O)c1ccccc1Sc1ccccc1C#N,10.2,0.3,-16.8,4.9,112.2,-1.6,18.6,-18.6,-29.2,-2.6,-0.9
Cc1cc(C)n(CCNC(=O)c2cc(COc3c(F)cccc3F)on2)n1,15.2,-2.5,-9.8,13.5,98.6,-2.5,-5.0,5.0,32.1,-6.4,2.3
CCCC(=O)NNc1c2ccccc2nc2ccccc12,248.7,2.2,8.7,14.3,87.8,-1.8,9.1,-9.1,12.9,-1.5,-0.3
O=C(O)[C@H](CO)Nc1ncnc2sc3c(c12)CCC3,-1.3,31.5,-4.0,9.6,107.5,-0.3,14.2,-14.2,-0.8,1.6,5.0
COc1cc(-c2ccc3c(=O)c4ccccc4n(C)c3c2)cc(OC)c1OC,27.7,/,-4.8,11.1,99.2,0.0,-61.6,61.6,2.3,35.3*,0.3
COc1cccc(-n2cnc3sc4c(c3c2=O)CCC4)c1,8.7,-4.0,-9.2,8.0,115.7,-1.2,-20.0,20.0,-1.6,2.8,-1.8
CN(C)S(=O)(=O)c1cccc(COC(=O)c2ccc3c(c2)OCO3)c1,12.4,0.7,-4.6,13.2,116.3,-0.5,26.9,-26.9,25.1,-3.2,-2.9

# Rows were taken by chance (roughly 4.7% active in at least one column).
